V-ATPase pHluor – yeast V-ATPase proton transport regulation by pHLuorin; S. cerevisiae, pHLuorin cytosolic pH fluorescence; response, % at 10 µM; 350,000 compounds, 0.37% hits; in the data active = response mostly above about 7.3%, no sharp cut-off; inactive = mostly below about 5.4%; also: actives read high; inactives centre near 0; some compounds called inactive have numbers as strong as hits; reference of the scale not given here
MITF act – MITF TRPM1 promoter activation in melanoma cells | SK-MEL-5 TRPM1-promoter luciferase, 24 h; % of positive control, neutral wells = 0 | activation, % at 12.5 µM | 300,000 compounds, 0.75% hits;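 active = mean activation of at least 80% with every replicate also reaching 80%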;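 also: 0% = neutral control wells and 100% = parthenolide positive control wells; values of inactives mirror those of a sister screen read the other way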
RTF Ca sens act – increases calcium sensitivity of human cardiac regulated thin filaments | P19429+P45379 | IANBD-labeled TnC RTF fluorescence at EC20 calcium; 0% EC20 calcium, 100% full calcium | activation, % at 7.2 µM | 340,000 compounds, 0.24% hits | AID 493008;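 active = activation above the mean over all tested compounds plus 3 SD, cut at about 30% in these data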;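 also: rise in fluorescence read as greater calcium sensitivity of cardiac thin filaments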
Rtt109 Vps75 – inhibitors of Candida albicans Rtt109/Vps75 histone acetyltransferase. Q5AAJ8. purified Rtt109/Vps75, ThioGlo CoA-SH fluorescence, 4 h. inhibition, % at 34.9 µM. 330,000 compounds, 0.16% hits. AID 540336;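 active = inhibition of at least 50% in every replicate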
Target sequence (Q5AAJ8 whole entry, looked up): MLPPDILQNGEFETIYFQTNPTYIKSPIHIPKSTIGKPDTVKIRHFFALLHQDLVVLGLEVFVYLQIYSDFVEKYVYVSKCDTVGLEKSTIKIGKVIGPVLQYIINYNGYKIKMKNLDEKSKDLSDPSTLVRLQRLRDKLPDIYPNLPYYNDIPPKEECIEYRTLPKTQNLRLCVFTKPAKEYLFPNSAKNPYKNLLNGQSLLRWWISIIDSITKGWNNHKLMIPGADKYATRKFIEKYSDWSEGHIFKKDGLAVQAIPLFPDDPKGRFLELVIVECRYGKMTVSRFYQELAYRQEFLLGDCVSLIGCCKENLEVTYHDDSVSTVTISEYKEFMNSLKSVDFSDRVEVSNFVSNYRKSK
dFosB activator – mouse delta FosB homodimer activation; P13346; purified delta FosB, TAMRA-CDK5 oligo fluorescence polarization; percent of positive-control signal above neutral wells; activation, % at 25 µM; 340,000 compounds, 0.99% hits; AID 493131;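 active = mean activation above about 17%, with every replicate also reaching it, limit read from the data, passing the limit was not always enough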;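 also: fluorescence polarization rise as delta FosB binds a TAMRA Cdk5 AP-1 oligo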
Target sequence (P13346 whole entry, looked up): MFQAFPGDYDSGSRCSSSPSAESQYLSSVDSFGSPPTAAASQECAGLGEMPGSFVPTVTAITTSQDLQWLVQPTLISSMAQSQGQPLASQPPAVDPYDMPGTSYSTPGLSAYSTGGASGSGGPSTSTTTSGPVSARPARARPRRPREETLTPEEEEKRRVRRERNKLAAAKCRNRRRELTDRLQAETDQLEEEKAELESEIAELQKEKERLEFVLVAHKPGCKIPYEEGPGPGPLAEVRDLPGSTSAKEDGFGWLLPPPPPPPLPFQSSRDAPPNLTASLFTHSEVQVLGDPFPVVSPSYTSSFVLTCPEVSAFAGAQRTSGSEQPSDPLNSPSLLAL
Tat export inh – E. coli Tat transport inhibition | E. coli MC4100 TorA-mCherry Tat export, fluorescence | inhibition, % at 10 µM | 340,000 compounds, 0.036% hits;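 active = mean replicate inhibition at least 50% and at least half of replicates individually reaching 50%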;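 also: exported cargo escapes ClpAP degradation while cytoplasmic cargo is degraded and loses fluorescence; 0% = median of neutral control wells and 100% = median of NaSCN control wells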
CAL PDZ FP-1 – blocks peptide binding to human CAL PDZ domain; inhibition, % at 20 µM; 330,000 compounds, 0.02% hits; Q9HD26; AID 504414; purified CAL PDZ, TMR-peptide fluorescence polarization, 1 h;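 active = highest replicate inhibition of at least 40%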;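 also: plate controls were DMSO neutral control wells for no effect and unlabeled competitor peptide control wells for full effect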
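System: purified tagged CAL PDZ domain construct (CerCALP). Schedule: 1 h incubation at room temperature before polarization reading. Medium: 25 mM sodium phosphate pH 7.4, 150 mM NaCl, TCEP, IgG, Thesit. Read-out: percent inhibition from loss of millipolarization. Measured by: FP readout, S and P plane fluorescence. Probe or stimulus: fluorescent TMR peptide probe.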
Wnt act – activates Wnt/beta-catenin signaling in a reporter cell assay | activator, plate reader | 300,000 compounds, 1.2% hits | activation, % at 9.35 µM; in the data active = activation above about 30%, passing the limit was not always enough;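 also: 0% = neutral control wells and 100% = positive control wells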
CAL PDZ FP-2 – blocks peptide binding to the human CAL PDZ domain; AID 602252; inhibition, % at 24.9 µM; Q9HD26; purified CAL PDZ, TMR-peptide fluorescence polarization, 1 h; 300,000 compounds, 0.92% hits;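 active = mean inhibition of at least 30% with at least half of replicates also reaching 30%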;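 also: 0% = DMSO neutral control and 100% = excess unlabeled competitor peptide PRC23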
CDK5 inh – blocks human CDK5/p35 kinase activity | 330,000 compounds, 0.01% hits | inhibition, % at 10 µM | Q00535+Q15078 | Recombinant CDK5/p35, ADP-Glo luminescence, 60 min | AID 488839;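 active = highest replicate inhibition of at least 50% and at least 75% of replicates reaching 50%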;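 also: plate controls were DMSO neutral control for no effect and GW8510 at 10 µM for full effect; many of its hits are not listed in these tables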
Starred values were filed as active, the others as inactive; x = not tested or not shown; & = joins results of further samples.

nr	structure	V-ATPase pHluor	MITF act	RTF Ca sens act	Rtt109 Vps75	dFosB activator	Tat export inh	CAL PDZ FP-1	Wnt act	CAL PDZ FP-2	CDK5 inh
1	O=C(Nc1nnc(SCC(=O)N2CCCCC2)s1)c1ccccc1F	3.5	5.6	-10.1	-1.1	5.8	7.8	-0.7	1.8	-0.1	0.2
2	COC(=O)c1ccc(NC(=O)c2ccccc2CC[N+](=O)[O-])cc1	-3.7	10.5	4.5	4.2	7.5	2.9	-0.8	-1.0	-4.9	0.8
3	Cc1ccc(NC(=O)CN(C)C(=O)c2cc(S(=O)(=O)N(C)C)ccc2N2CCCC2)cc1	-3.3	-2.9	-0.3	10.5	-7.9	5.0	-2.7	0.5	1.3	1.2
4	Cc1ccc(-c2csc(N3CCN(c4cc5c(cc4Cl)nc(-c4ccncc4)n5CCN4CCCCC4)CC3)n2)cc1	-5.4	34.3	4.9	-0.1	22.4*	11.6	1.1	-2.8	-5.7	0.2
5	COC(=O)c1cccc(NC(=O)Cc2ccc(OC)cc2)c1C	-0.6	4.3	-0.4	-4.5	-0.7	-6.7	-1.5	x	-0.9	1.3
6	CSc1sccc1/C=N/NC(=O)c1ccncc1	-2.6	-15.3	-4.0	-7.1	1.6	-7.2	-1.6	2.1	3.2	2.7
7	CN(C)CCCNc1cn[nH]c(=O)c1Cl	-0.9	-7.3	-1.0	4.6	-5.8	-7.7	0.3	-2.0	-4.0	1.4
8	Cc1cccc2cc(C#N)c(SCC#N)nc12	-2.4	-11.6	3.6	-13.3	3.8	6.5	-1.9	-1.5	-0.1	-0.2
9	CCCCCOc1ccc(C(=O)C(c2ccccc2)N2CCOCC2)cc1 (configuration not stated)	-1.3	-6.3	-4.3	-3.1	-25.3	17.1	-1.5	-7.0	-1.1	-0.8
10	Cc1c(C(=O)NCc2cccnc2)sc2nc(-c3ccc(F)cc3)cn12	2.4	x	7.0	-10.2	-19.7	-8.0	-7.3	-0.1	x	-6.0
11	O=C1CCC(C2CCc3cc(O)ccc3C2)C1 (configuration not stated)	7.7	-4.2	5.1	1.0	-0.3	-3.7	-0.2	1.2	-3.1	-1.7
12	Cc1ccnc(NC(=O)CCN2C(=O)c3ccccc3S2(=O)=O)n1	0.7	-12.8	5.4	-8.8	-0.9	-0.3	1.2	-0.2	-2.1	-0.1
13	C=CCNc1nnc(SCC(=O)N2CCC(C(N)=O)CC2)s1	-7.2	-2.8	15.6	2.1	2.6	-1.0	-2.3	-0.1	-3.0	0.4
14	Cc1onc(-c2ccccc2)c1C(=O)NCCCc1ccccc1	11.3	0.5	-2.0	-3.5	0.5	0.0	-0.9	-0.5	-1.1	-2.8
15	COc1ccc(-c2csc3nc(-c4cccnc4)nc(N4CCC(C(N)=O)CC4)c23)cc1OC	5.9	-13.1	-2.0	19.7	-2.9	10.6	-4.3	0.2	-7.2	-0.6
16	CC(C)C(=O)Nc1cccc(C(=O)Nc2cc([N+](=O)[O-])ccc2Cl)c1	2.6	-1.8	1.8	10.8	-0.5	-2.9	-1.8	-1.9	-1.7	2.7
17	CN1CCN(c2ccc(Cl)cc2NC(=O)/C=C/c2cccc(F)c2)CC1	5.8	0.7	8.1	4.6	-12.3	2.1	-3.5	-0.4	x	0.4
18	COc1ccc(C(=O)COC(=O)CNC(=O)c2cccs2)cc1Br	0.1	x	-0.6	-4.8	-10.2	9.5	-1.3	0.7	-2.5	-2.2
19	O=c1c2c3c(sc2ncn1/N=C/c1ccncc1)CCCC3	-1.3	2.8	5.2	4.8	-16.0	-11.6	1.7	0.6	-0.6	-0.4
20	CC(C(=O)O)c1ccc(-c2ccccc2)c(F)c1 (configuration not stated)	0.5&-0.7	-8.6&6.7	0.5&-1.7	-1.2&12.5&3.3	0.2&-1.1	-2.1&1.4&3.7	0.3&-1.2	-1.0&6.3	-4.3&3.1	1.6&-1.1
21	CC(C)CN(C(=O)COC(=O)c1cnc(Cl)c(Cl)c1)c1c(N)n(Cc2ccccc2)c(=O)[nH]c1=O	0.5	-7.0	-2.8	-12.8	11.2	-4.2	-2.2	-3.4	-9.7	-3.1
22	CCc1ccc(N(C(=O)c2csnn2)C(C(=O)NC(C)(C)C)c2cccnc2)cc1 (configuration not stated)	-1.1	0.0	-2.6	-0.7	-2.1	4.3	-0.3	-0.4	x	-3.0
23	CCCOc1ccc(C(=O)Nc2ccc(S(=O)(=O)Nc3cc(C)nc(C)n3)cc2)cc1	1.9	-8.7	-0.8	14.7	-4.0	-10.6	-3.4	-4.1	0.1	-3.3
24	O=C(Cc1cccs1)N[C@@H]1c2ccccc2CC[C@H]1OCc1ccccc1	-1.9	4.2	-4.1	0.3	-0.2	-12.0	-0.3	-0.4	-3.5	-2.0
25	Cc1ccnc2c(N3C(=O)C4C5C=CC(C5)C4(C)C3=O)cccc12 (configuration not stated)	0.9	-0.2	-2.5	6.3	0.3	-4.8	0.5	0.6	5.8	1.8
26	Cc1ccc(-c2cnc(-c3ccccc3C(=O)O)o2)cc1	-0.5	13.6	-4.3	-17.1	-0.9	14.8	-3.6	5.3	-3.6	0.1
27	CCN(CC(=O)Nc1c(F)cccc1F)C(=O)C1CCN(S(=O)(=O)c2ccccc2C(=O)OC)CC1	1.6	7.3	-2.3	-2.3	-0.6	-14.3	0.9	10.0	2.7	0.1
28	OC(CNc1nc(-c2cccnc2)nc2ccccc12)c1ccccc1 (configuration not stated)	0.1	15.4	2.3	-5.0	-32.6	6.1	-6.7	-0.4	-4.6	0.6
29	Cc1ccccc1C(=O)Nc1nncs1	-2.4	17.4	6.2	-14.3	7.2	-10.5	0.0	12.6	-5.2	0.8
30	O=C(c1ccc(-n2cccn2)cc1)N1CCc2c([nH]c3ccccc23)C1c1ccccn1 (configuration not stated)	-0.9	-9.7	-5.0	24.5	-8.8	6.5	-2.7	-1.7	2.0	3.9
31	CC(NC(=O)Cc1cccs1)C(c1cccs1)N1CCN(c2ccccc2)CC1 (configuration not stated)	-2.6	-11.7	2.3	11.3	-6.7	1.6	-0.1	x	-0.5	-1.5
32	Cc1nn(C(C)C(=O)NCC2CCCO2)c(=O)c2cc3occc3n12 (configuration not stated)	-1.3	-7.9	-0.8	1.8	-2.0	-7.0	-1.1	x	-1.3	0.0
33	COc1ccc(N(CC(=O)NCC2CCCO2)C(=O)CCC(=O)Nc2cc(C)on2)cc1OC (configuration not stated)	-1.7	-10.1	-2.4	2.6	1.2	-1.5	-0.8	3.4	15.3	-3.4
34	O=C1CSC(c2ccc(Cl)cc2)N1C1CCCCC1 (configuration not stated)	0.8	x	-0.2	0.4	-5.5	1.8	-0.9	-1.0	2.7	0.1
35	O=C(COC(=O)COc1ccccc1)NCc1ccccc1	-1.3	0.0	4.7	-6.8	-5.6	-2.7	-2.2	1.5	-3.5	-0.3
36	O=C(Cn1cnc2sc(-c3ccccc3)cc2c1=O)NCCc1ccccc1	-6.6	17.6	-6.6	-19.1	53.1*	-5.7	-1.4	x	1.2	-0.4
37	Cn1c(=O)c(-c2cccc(Cl)c2)c(O)c2ccccc21	-2.3	x	-1.3	-7.3	2.2	-2.5	-0.4	-1.3	x	3.4
38	Cn1nccc1C(=O)Nc1ccc(Cl)cc1	1.8	62.7	10.5	-17.1	4.1	-4.4	-2.4	3.1	6.4	1.4
39	O=C(c1ccco1)[C@@H]1[C@@H]2C(=O)N(c3ccccc3)C(=O)[C@@H]2C2c3ccccc3C=CN21 (some centres not stated)	3.8	-23.5	8.9	-13.0	-8.6	-32.9	-0.2	8.5	-1.5	-0.6
40	COc1c(Cl)cc(Cl)cc1CNCCNCC(C)O (configuration not stated)	0.3	-4.9	-4.4	1.0	-7.9	-11.4	-2.3	x	-2.1	0.4
41	CCOc1c(C(N)=O)c(-c2ccccc2)c2c(=O)[nH]c3ccccc3n12	-0.8	4.3	-0.1	7.6	-0.6	0.0	1.0	x	-1.0	-1.0
42	CCOc1ccc(C(O)(c2ccccc2OC)C(CN2CCCC2)c2ccccc2)cc1 (configuration not stated)	-2.9	x	5.6	2.1	-0.6	-5.5	-0.7	-0.3	-16.9	-1.6
43	CCC(=NCc1ccco1)c1c(C(F)(F)F)[nH]n(-c2nc3ccccc3s2)c1=O	-3.4	2.6	-2.7	3.5	-10.9	4.9	-3.7	13.2	-5.3	0.4
44	CCN(CC)CCCNC(=O)c1cc(-c2ccccc2)c(N2CCCCC2)s1	-6.2	-1.7	7.3	-4.3	-11.4	7.4	x	1.8	-3.3	-4.6
45	Cc1ccc(NC(=O)CN(C)C(=O)c2ccc(Cl)c([N+](=O)[O-])c2)cc1	-4.3	6.8	-1.7	1.6	-2.6	-2.3	-2.5	-1.2	8.2	0.0
46	COc1ccc(OC)c(/C=C/C(=O)N2CCN(S(=O)(=O)c3cc(C)ccc3C)CC2)c1	-0.8	1.4	-3.9	-15.4	-6.8	-2.6	-1.6	-2.4	x	-5.6
47	CC(C)(C)NC(=O)C(=O)NNC(=O)c1cccc(F)c1	2.0	28.1	7.5	-10.9	-3.9	-3.3	-1.8	6.4	10.8	1.0
48	COCCn1c(SCc2nc3scc(-c4ccc(Cl)cc4)c3c(=O)[nH]2)nnc1-c1cccc(C)c1	-1.6	-26.9	4.6	-2.0	-2.9	1.1	-2.6	x	-1.2	0.5
49	CC(/C=N/NC(=O)Cn1cnc2c1c(=O)n(C)c(=O)n2C)=C\c1ccccc1	0.7	2.7	6.7	-1.9	-2.7	3.5	-2.8	x	0.8	0.0
50	[2H]C([2H])(CCOS(N)(=O)=O)c1ccccc1	-0.4	1.7	0.9	-2.9	-2.6	-2.1	-0.6	-1.0	-1.6	2.7

Remaining list, next part:
nr	structure	V-ATPase pHluor	MITF act	RTF Ca sens act	Rtt109 Vps75	dFosB activator	Tat export inh	CAL PDZ FP-1	Wnt act	CAL PDZ FP-2	CDK5 inh
51	COc1ccc(S(=O)(=O)N2CCC(NC(=O)c3cccnc3)CC2)cc1	-2.2	5.4	-4.5	5.1	-2.8	-3.0	-2.4	-0.6	-6.3	0.6
52	CCOC(=O)c1ccc2c(c1)N(CC(=O)N1CCCCC1)C(=O)C(C)(C)O2	3.2	6.8	0.6	2.5	-10.1	1.2	-1.0	x	-5.0	-1.1
53	COc1ccc(/C=C2\CCC(C3CCCC3)C2=O)c(OC)c1OC (configuration not stated)	-2.7	x	-6.2	10.0	2.8	9.1	-1.3	12.9	-5.2	1.4
54	c1ccc2c(c1)-c1ccccc1C2N1CCOCC1	-0.2	1.4	0.8	-2.5	-1.2	1.2	1.0	-2.6	-5.1	0.6
55	Nn1c(Cc2ccccc2F)nnc1SCC(=O)Nc1cccc(S(=O)(=O)NC2=NCCCCC2)c1	4.4	5.7	1.7	1.8	-15.4	0.5	-0.5	-1.1	x	-1.1
56	CN(CC(=O)Nc1cccc(F)c1)C(=O)c1ccc(COc2ccccc2)cc1	-5.5	13.1	-4.9	26.7	-3.9	-0.8	-2.1	-2.6	0.2	-0.1
57	O=C(CSc1ccc2c(c1)OCCO2)NC(=O)NC1CCCC1	0.9	x	-1.5	-3.1	-2.6	10.8	-1.0	2.3	-3.0	-0.5

Bioassay records deposited in PubChem by several laboratories.
